# NTR1 agonist: NTR1-driven beta-arrestin-GFP spot formation – imaging, U2OS cells, high content, primary screen (AID 493036); P30989; agonist mode; activation, % at 20 µM; hit rate 0.17% among 330,000;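 active = activation at or above 40% of the spot to cytoplasm intensity ratio, with at least 20 cells analyzed; inconclusive = wells under 20 cells, flagged as cytotoxic or low count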;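 note: 0% = DMSO without peptide and 100% = 100 nM NTR1 peptide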
# Target sequence (P30989 whole entry, looked up): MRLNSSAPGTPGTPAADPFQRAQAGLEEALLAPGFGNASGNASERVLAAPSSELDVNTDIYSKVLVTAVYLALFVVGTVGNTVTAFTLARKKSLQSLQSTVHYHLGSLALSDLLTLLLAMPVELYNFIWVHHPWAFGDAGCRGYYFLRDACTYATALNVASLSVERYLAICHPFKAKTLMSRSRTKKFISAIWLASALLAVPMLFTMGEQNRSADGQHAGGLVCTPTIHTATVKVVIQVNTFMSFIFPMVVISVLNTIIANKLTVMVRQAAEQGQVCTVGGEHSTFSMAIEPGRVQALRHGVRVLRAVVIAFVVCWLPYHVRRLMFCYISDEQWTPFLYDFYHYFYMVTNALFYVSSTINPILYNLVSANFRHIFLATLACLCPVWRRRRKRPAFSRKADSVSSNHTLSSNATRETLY
# Myeloid diff 2: myeloid differentiation induction | ER-HoxA9 myeloid progenitors, lysozyme-GFP differentiation, flow cytometry | hit rate 1% among 360,000 | AID 624256 | calls only at 10 µM;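 active = normalized GFP-positive differentiation at or above the plate's own cutoff, the solvent-only control mean plus 3 SD; inconclusive = no clear call, values can overlap the other calls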;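 note: cells exposed to compound for four days before flow analysis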
# T cell modulator: modulates CD8 T cell binding to vesicles. hit rate 0.068% among 330,000. calls only at 7 µM. 2C CD8+ T cell-vesicle binding, flow cytometry; hits give low values;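 active = response, share of CD8 T cells binding vesicles, and their 90th percentile fluorescence all below set limits, cut at about 80% in these data, passing the limit was not always enough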
#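 Assay system: 2C TCR transgenic mouse naive CD8+ T cells, MACS-purified | Read-out: CD8+ gate FL2 mean fluorescence as % of same-row positive control | Signal: High-throughput flow cytometry with anti-B7-1 and anti-CD8 staining | Timing: Binding step 1.5 h, 37 °C, antibody labelling 20 min, ice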
# T cell modulator vesicle-bound %: also measured in T cell modulator; calls as there; double positive events, %; measured here: CD8+ vesicle-bound cell fraction;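 binding gate set so that unloaded-vesicle control wells show 10% double positive cells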
# NTR1 agonist cell count 20 µM: recorded beside NTR1 agonist, whose call it bears; cell count; measured here: cell count, cytotoxicity flag
# Myeloid diff 2 GFP+ MAC1+ %: further read-out of Myeloid diff 2, marked with its call; GFP+ MAC1+ double positive, %; measured here: differentiation confirmed by MAC1 staining
# Starred values were filed as active, the others as inactive; i = inactive; ? = inconclusive; . = no result given. Some of the compounds tested, so the mix of outcomes need not match the whole.
SMILES,NTR1 agonist,NTR1 agonist cell count 20 µM,Myeloid diff 2,Myeloid diff 2 GFP+ MAC1+ %,T cell modulator,T cell modulator vesicle-bound %
Cc1cccc(C)c1NC(=O)CN1CCN(C(=O)CNC(=O)c2ccc(N3CCCC3=O)cc2)CC1,-0.5,61,i,0.5,i,22
O=C(CSc1nncn1-c1ccccc1F)NC1CC1,0.2,42,i,1.1,i,44
O=C(COC(=O)c1cc2ccccc2cc1O)NCc1ccccc1,1.5,64,i,1.1,i,54
O=C(CN1c2cccc3cccc(c23)S1(=O)=O)NCc1ccc(F)cc1,-0.1,61,i,0.5,i,19
COc1ccc(C)cc1NC(=O)CSc1nnc2ccc(-c3ccccn3)nn12,1.9,55,i,0.7,i,17
CC1CCCC(C)N1C(=O)COC(=O)c1c[nH]c2ccccc12 (stereo not drawn),2.7,53,i,0.1,i,40
Cc1cccc(NC(=O)CNC(=O)Cc2ccc3c(c2)OCCO3)c1C,0.2,49,i,0.7,i,23
O=C(OCC(=O)N1CCCC1=O)c1cc(S(=O)(=O)N2CCOCC2)ccc1F,4.7,60,i,1.1,i,41
COc1ccc(CCNC(=O)COC(=O)C2CC2C)cc1OC (stereo not drawn),0.4,88,i,0.5,i,30
O=C(COc1ccccc1)OCC(=O)N1CCCc2ccccc21,0.8,46,i,0.5,i,48
COCCN(C(=O)c1cc(Cl)nc2ccccc12)c1c(N)n(Cc2ccccc2)c(=O)[nH]c1=O,-2.7,91,i,0.5,i,31
COc1ccc(NC(=O)CN2C(=O)C(=O)N(C3CCCC3)C2=O)c(OC)c1,0.6,67,i,1.2,i,57
CCOC(=O)C1=C(COC(=O)[C@H](C)NS(=O)(=O)c2ccc(NC(C)=O)cc2)NC(=O)NC1C (stereo partly drawn),-1.9,75,i,0.8,i,23
CCN1CCN(c2ccc(S(=O)(=O)N3CCOCC3)cc2NC(=O)CCSC)CC1,-2.4,58,i,0.9,i,43
CC[C@@H](CC1CCCCC1)C(=O)N(Cc1ccccc1)c1ccccc1,2.6,70,i,0.6,i,26
COC(=O)[C@H]1[C@H]2C[C@@H]3c4[nH]c5cc(OC)ccc5c4CCN3C[C@H]2C[C@@H](OC(=O)/C=C/c2cc(OC)c(OC)c(OC)c2)[C@@H]1OC,2.4,58,i,9.3,i,63
C[C@@H](NC(=O)c1nc[nH]c1C(=O)NC1CCN(C(=O)OC(C)(C)C)CC1)c1ccccc1,5.9,53,i,2.3,i,56
CC(=O)N(C)c1ccc(NC(=O)Cc2cccc3ccccc23)cc1,0.1,50,i,0.3,i,39
O=S(=O)(c1ccc2c(c1)OCCO2)N1CCN(S(=O)(=O)c2ccccn2)CC1,-1.8,54,i,0.4,i,8
C=CC(=O)Nc1ccc(N(C)c2ccnc(Nc3ccc(N4CCN(C)CC4)cc3)n2)cc1,1.9,66,?,.,i,5
COc1ccccc1NC(=O)C(C)OC(=O)Cn1cnc2c1c(=O)n(C)c(=O)n2C (stereo not drawn),-0.3,50,i,0.3,i,24
C[C@H](CO)N1C[C@H](C)[C@@H](CN(C)C(=O)Nc2ccc3c(c2)OCO3)Oc2c(NC(=O)Nc3ccc(C(F)(F)F)cc3)cccc2C1=O,12,60,?,.,i,56
COc1ccc(NC(=O)CN(C)CC(=O)NC2CCC(C)CC2)cc1 (stereo not drawn),0.8,85,i,0.9,i,68
Cc1ccc(S(=O)(=O)NCCC(=O)N2CCCCCC2)cc1,0.1,56,i,0.8,i,51
C[C@H]1CN([C@@H](C)CO)C(=O)Cc2cc(NC(=O)Cc3cn(C)c4ccccc34)ccc2O[C@@H]1CN(C)S(=O)(=O)c1cn(C)cn1,0.4,62,i,1.7,i,12
CCSc1nnc(NC(=O)CCC2CCCCC2)s1,18,49,i,0.8,i,24
CN(Cc1cccs1)C(=O)c1cccc(S(=O)(=O)N2CCCCCC2)c1,3.3,49,i,1.2,i,36
O=[N+]([O-])c1ccc(S(=O)(=O)Nc2cccc(-c3ccc(N4CCOCC4)nn3)c2)cc1,1.9,52,i,1.2,i,46
COc1cc(CC(=O)OCC(=O)Nc2ccccc2C#N)cc(OC)c1OC,0.3,62,i,0.4,i,45
Cc1ccc(S(=O)(=O)N2CCCC2)cc1C(=O)NCCOc1ccccc1,-2.4,108,i,0.4,i,20
CC(C)c1ccc(CCNC(=O)CCNS(=O)(=O)c2ccc(Br)cc2)cc1,2.6,53,i,1.3,i,37
CN(C(=O)CN1C(=O)NC(C)(c2cccc(Br)c2)C1=O)C1CCCCC1 (stereo not drawn),1.6,63,i,1.9,i,8
CC(C)(C)OC(=O)C[C@H]1C/C=C\C[C@@H](CC(=O)N(CCO)Cc2ccccc2)C(=O)NC[C@H](c2ccccc2)OC1=O,-0.3,59,i,1.0,i,13
COc1cc(-c2nnc(NC(=O)C3=COCCO3)o2)cc(OC)c1OC,1.1,73,i,0.5,i,33
O=c1[nH]c(=O)n([C@H]2C[C@H](O)[C@@H](CO)O2)cc1I,-0.5,68,i,7.8,i,52
COC(=O)c1ccc(NC(=O)COC(=O)CCC2CCCC2)cc1,-2.0,69,i,0.6,i,36
C=CC[C@@H](CC(=O)N[C@@H](CO)Cc1ccccc1)C(=O)N[C@H](COC(=O)[C@@H](CC=C)Cc1ccc(F)cc1)Cc1c[nH]c2ccccc12,3.3,50,i,1.8,i,2
COc1ccc(-c2c(C#Cc3ccsc3)c3cc(-c4ccc(OC)c(F)c4)ccc3n2C)cc1,-2.4,61,i,1.0,i,41
CCC(CO)Oc1cc(NC(=O)c2ccccc2N)c2ncn(C(C)C)c2c1 (stereo not drawn),-1.3,63,i,2.6,i,28
Cc1ccc(NC(=O)CSc2ccc3c(c2)OCCO3)nc1,-0.8,43,i,0.7,i,43
COCc1c(C(=O)N2CCN(c3ccccc3C)CC2)oc2ccccc12,3.3,55,i,0.8,i,50
Cc1ccc(C)c(SCC(=O)N(C)C2CCS(=O)(=O)C2)c1 (stereo not drawn),0.0,60,i,1.3,i,13
CC(C)N(Cc1ccccc1)C(=O)COC(=O)c1c(F)cccc1F,-0.6,55,i,0.9,i,57
CC(=O)c1ccc(S(=O)(=O)N2CCN(CCOc3ccc(Br)cc3)CC2)cc1,3.7,57,i,1.0,i,39
c1ccc(NC2=NCCN2CCCC2CCCC2)cc1,-4.2,104,i,0.7,i,40

# Copied from the list:
# Entry for CCC(CO)Oc1cc(NC(=O)c2ccccc2N)c2ncn(C(C)C)c2c1 (stereo not drawn) under Myeloid diff 2 GFP+ MAC1+ %: 2.6
# Entry for CCSc1nnc(NC(=O)CCC2CCCCC2)s1 under T cell modulator vesicle-bound %: 24

# Carrying on.
SMILES,NTR1 agonist,NTR1 agonist cell count 20 µM,Myeloid diff 2,Myeloid diff 2 GFP+ MAC1+ %,T cell modulator,T cell modulator vesicle-bound %
CC(=O)Nc1ccc(C(=O)CN2C(=O)NC3(CCCc4ccccc43)C2=O)c(F)c1 (stereo not drawn),-0.9,61,i,0.8,i,40
Cc1cc(=O)oc2cc(OCC(=O)N3CCCC3)c(Cl)cc12,-0.4,48,i,1.3,i,9
C=CCOc1ccc(/C=C/C(=O)OCc2csc(CC(=O)Nc3ccccc3C)n2)cc1,5.8,58,i,0.8,i,45
COc1ccc(CNC(=O)COC(=O)c2ccc(C)c(S(=O)(=O)N3CCOCC3)c2)cc1,-1.8,61,i,0.6,i,33
CCOc1ccc(S(=O)(=O)N2CCN(C(=O)c3ccc(-n4cncn4)c([N+](=O)[O-])c3)CC2)cc1,-0.6,44,i,0.2,i,54
CC1CC(C)CN(C(=O)COC(=O)c2ccc(S(=O)(=O)N(C)c3ccccc3)cc2)C1 (stereo not drawn),0.4,79,i,0.6,i,31
CCCCOc1ccc(C(=O)OCC(=O)N2CCCCCC2)cc1,2.2,56,i,0.5,i,28
Cc1ccc(S(=O)(=O)N2[C@@H](c3ccc(F)cc3)C(C(=O)O)=CC[C@H]2c2ccc(Cl)cc2)cc1,4.7,82,i,1.3,i,24
CCc1nnc(NC(=O)COC(=O)c2cc(OC)cc(OC)c2)s1,2.0,50,i,0.7,i,50
COc1cccc(NC(=O)CN(C)C(=O)c2cc3c(s2)CCCC3)c1,-2.0,60,i,0.5,i,41
COc1ccccc1NS(=O)(=O)c1ccc(C)c(NC(=O)C2CCCO2)c1 (stereo not drawn),2.5,60,i,0.5,i,25
COc1ccccc1NS(=O)(=O)c1cc(N)ccc1N1CCCC1,-0.7,52,i,1.4,i,38
CCCCn1nc(C(=O)Nc2c(C)n(C)n(-c3ccccc3)c2=O)c2ccccc2c1=O,2.1,54,i,0.4,i,41
COc1ccc(N(C)S(=O)(=O)c2cccc(C(=O)Nc3ccc(N4CCOCC4)cc3)c2)cc1,0.3,58,i,0.9,i,30
CC(=O)Nc1ccc(S(=O)(=O)NCCC(=O)OCC(=O)NCc2ccccc2)cc1,0.1,45,i,0.3,i,46
CCCCn1c(N)c(N(CC(C)C)C(=O)c2cc(=O)[nH]c3ccccc23)c(=O)[nH]c1=O,-0.1,58,i,0.6,i,35
O=C(Nc1ccccc1N1CCCCC1)C1CC(=O)N(c2ccccc2F)C1 (stereo not drawn),0.7,59,i,1.9,i,47
CC1CCC(NC(=O)CSc2nnnn2C)CC1 (stereo not drawn),-1.6,59,i,0.2,i,40
Cc1ccc(C(=O)N(C)CC(=O)Nc2ccc(N3CCOCC3)cc2)s1,0.4,68,i,0.6,i,46
Cc1cccc(NC(=O)c2nc[nH]c2C(=O)NCCCCNC(=O)c2[nH]cnc2C(=O)Nc2cccc(C)c2)c1,5.7,64,i,2.0,i,25
O=C(NCC(=O)N1CCCCCCC1)c1ccc(Cl)cc1,3.6,57,i,1.3,i,10
Cc1ccc(NC(=O)CN2C(=O)NC(C)(CC(C)C)C2=O)cc1F (stereo not drawn),3.2,60,i,0.7,i,35
COc1cccc(NC(=O)C(=O)NCCCN2CCCC2=O)c1,0.4,75,i,0.2,i,8
COc1ccc(CCN(C)C(=O)C(CCSC)NC(=O)c2ccco2)cc1OC (stereo not drawn),-1.9,106,i,1.9,i,55
CC(Sc1n[nH]c(-c2ccccc2F)n1)C(=O)Nc1ccc(S(N)(=O)=O)cc1 (stereo not drawn),-0.6,49,i,1.1,i,37
O=C(COC(=O)c1cccc([N+](=O)[O-])c1)Nc1ncc(Br)s1,0.6,64,i,1.1,i,38
CCOc1cc(/C=N/NC(=O)c2cc(-c3cccc(OC)c3)nc3ccccc23)ccc1O,1.2,52,i,0.4,i,21
Cc1cc(C(=O)COc2cc(F)ccc2[N+](=O)[O-])c(C)n1CC1CCCO1 (stereo not drawn),1.2,66,i,1.9,i,19
O=C(CNC(=O)c1cc(Cl)cc([N+](=O)[O-])c1)OCC(=O)N1CCCCC1,4.5,57,i,1.0,i,10
O=c1[nH]cc(S(=O)(=O)N2CCN(c3cccc(C(F)(F)F)c3)CC2)c(=O)[nH]1,0.0,44,i,1.3,i,16

# Among those listed so far, 4 have bromine.
SMILES,NTR1 agonist,NTR1 agonist cell count 20 µM,Myeloid diff 2,Myeloid diff 2 GFP+ MAC1+ %,T cell modulator,T cell modulator vesicle-bound %
CC(C)c1ccc(CCNC(=O)CCNS(=O)(=O)c2ccc(Br)cc2)cc1,2.6,53,i,1.3,i,37
CN(C(=O)CN1C(=O)NC(C)(c2cccc(Br)c2)C1=O)C1CCCCC1 (stereo not drawn),1.6,63,i,1.9,i,8
CC(=O)c1ccc(S(=O)(=O)N2CCN(CCOc3ccc(Br)cc3)CC2)cc1,3.7,57,i,1.0,i,39
O=C(COC(=O)c1cccc([N+](=O)[O-])c1)Nc1ncc(Br)s1,0.6,64,i,1.1,i,38

# A different layout for some results above:
# Each structure is followed by: NTR1 agonist	NTR1 agonist cell count 20 µM	Myeloid diff 2	Myeloid diff 2 GFP+ MAC1+ %	T cell modulator	T cell modulator vesicle-bound %
> O=C(COC(=O)c1cc2ccccc2cc1O)NCc1ccccc1
    1.5	64	i	1.1	i	54
> O=C(CN1c2cccc3cccc(c23)S1(=O)=O)NCc1ccc(F)cc1
    -0.1	61	i	0.5	i	19
> COc1ccc(C)cc1NC(=O)CSc1nnc2ccc(-c3ccccn3)nn12
    1.9	55	i	0.7	i	17
> CC1CCCC(C)N1C(=O)COC(=O)c1c[nH]c2ccccc12 (stereo not drawn)
    2.7	53	i	0.1	i	40
> Cc1cccc(NC(=O)CNC(=O)Cc2ccc3c(c2)OCCO3)c1C
    0.2	49	i	0.7	i	23

# Later entries.
SMILES,NTR1 agonist,NTR1 agonist cell count 20 µM,Myeloid diff 2,Myeloid diff 2 GFP+ MAC1+ %,T cell modulator,T cell modulator vesicle-bound %
O=C(CNS(=O)(=O)c1ccccc1F)OCC(=O)c1c[nH]c2ccccc12,4.2,38,i,0.6,i,41
O=C(CN1C(=O)C(=O)N(Cc2ccccc2)C1=O)Nc1ccc(OC(F)F)cc1,2.7,59,i,0.2,i,39
COc1ccc(NC(=O)COC(=O)CNS(=O)(=O)/C=C/c2ccccc2)cc1OC,0.2,57,i,1.0,i,18
CCc1noc(C)c1C(=O)Oc1ccc(N(C)S(=O)(=O)c2ccccc2)cc1,4.5,59,i,0.8,i,1
CCOc1ccc(CCNC(=O)C2CC(=O)N(c3ccccc3OCC)C2)cc1OCC (stereo not drawn),-1.5,70,i,0.9,i,31

# Screens deposited in PubChem by several laboratories.
